Tb MetRS inh: blocks T. brucei methionyl-tRNA synthetase activity | purified T. brucei MetRS, ATP depletion, Kinase-Glo luminescence | inhibition, % at 11.9 µM | 0.4% of 360,000 active | AID 624268;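 active means inhibition above a per-plate cutoff of the control wells' mean inhibition plus 3 SD, cut at about 5.5% in these data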;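 further: 0% = DMSO wells median and 100% = median of wells with control inhibitor compound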
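Dosing: 11.9 µM single point; system: parasite MetRS enzyme; technique: luminescence of leftover ATP; times: 15 min enzyme-compound preincubation, 2 h reaction, 10 min detection, 25 °C; replicates: each compound tested once; read-out basis: percent inhibition relative to median high and low control wells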
MT1-MMP act inh: MT1-MMP (human) activation inhibition; P50281; HT1080 RFP-PRO-GFP cells, GFP/RFP ratio fluorescence, overnight; percent of plate control window, DMSO zero; GFP/RFP ratio change, % at 20 µM; 0.061% of 360,000 active;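 active means GFP/RFP ratio change of at least 30% with cell ATP level not reduced by more than half and red fluorescence within 50% of control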; further: strong numbers were not always called active
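Compound: 20 µM single dose, 1% DMSO / System: HT1080 RFP-PRO-GFP cells / Controls: DMSO and RFP-L50D-GFP cell wells / Read-out basis: GFP/RFP fluorescence ratio / Schedule: overnight compound exposure at 37 °C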
MsrA inhibitor: inhibitors of bovine MsrA; 0.75% of 360,000 active; inhibition, % at 15.5 µM; AID 651718; purified bovine MsrA, absorbance read-out; in the data active means inhibition above about 4.5%;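 further: 0% = vehicle wells with enzyme and 100% = reference inhibitor wells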
SKN-1 block: blocks SKN-1 activity in C. elegans. AID 624304. 0.49% of 360,000 active. C. elegans VP596 Pgst-4::GFP/RFP ratio, acrylamide-induced, 24 h. inhibition, % at 21.8 µM;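 active means interference check ratio from 0.5 to 1.5 plus GFP to RFP signal ratio inhibition reaching or exceeding a fixed threshold, cut at about 30% in these data, passing the limit was not always enough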; further: some compounds called inactive have numbers as strong as hits
NRP1-CendR mod: NRP-1/CendR interaction modulation. O14786. FAM-RPARPAR peptide binding to NRP-1, fluorescence polarization. inhibition, % at 25 µM. 0.85% of 360,000 active;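 active means inhibition or corrected inhibition above about 18%, plus a signal ratio from 0.5 to 1.5, limit read from the data, passing the limit was not always enough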; further: strong numbers were not always called active
Target sequence (O14786 whole entry, looked up): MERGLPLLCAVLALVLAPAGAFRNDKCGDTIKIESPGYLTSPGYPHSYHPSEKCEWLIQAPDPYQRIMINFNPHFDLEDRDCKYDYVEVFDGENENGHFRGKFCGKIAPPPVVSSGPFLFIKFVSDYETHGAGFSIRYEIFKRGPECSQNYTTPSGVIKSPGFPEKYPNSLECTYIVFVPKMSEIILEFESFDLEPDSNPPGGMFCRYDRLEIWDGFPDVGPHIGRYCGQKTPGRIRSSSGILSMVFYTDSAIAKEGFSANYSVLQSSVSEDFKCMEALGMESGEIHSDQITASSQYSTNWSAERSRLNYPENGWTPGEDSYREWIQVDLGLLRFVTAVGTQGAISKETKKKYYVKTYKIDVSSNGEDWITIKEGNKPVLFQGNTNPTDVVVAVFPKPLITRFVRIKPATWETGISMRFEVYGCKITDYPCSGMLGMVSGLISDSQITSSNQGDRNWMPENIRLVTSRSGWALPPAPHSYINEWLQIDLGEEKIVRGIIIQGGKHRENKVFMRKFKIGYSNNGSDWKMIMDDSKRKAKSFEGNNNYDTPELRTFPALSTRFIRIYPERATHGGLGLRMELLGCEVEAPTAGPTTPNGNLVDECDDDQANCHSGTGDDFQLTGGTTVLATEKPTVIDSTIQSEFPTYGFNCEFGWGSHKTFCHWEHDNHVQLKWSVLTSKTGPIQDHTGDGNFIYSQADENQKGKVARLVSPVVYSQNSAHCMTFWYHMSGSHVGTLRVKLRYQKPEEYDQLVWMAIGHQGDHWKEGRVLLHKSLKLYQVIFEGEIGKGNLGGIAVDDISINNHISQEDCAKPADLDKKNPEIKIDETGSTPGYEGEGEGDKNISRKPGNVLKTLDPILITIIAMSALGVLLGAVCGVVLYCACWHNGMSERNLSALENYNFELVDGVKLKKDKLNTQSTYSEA
FAS-TE inh: inhibitors of human fatty acid synthase thioesterase domain | inhibition, % at 15 µM | recombinant FAS-TE, OMFH fluorogenic substrate, fluorescence endpoint | 0.67% of 360,000 active | AID 602261;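 active means compounds whose normalised, plate-corrected inhibition of enzyme fluorescence in the single-dose primary screen is 50% or more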;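 further: 0% = DMSO with enzyme and 100% = substrate without enzyme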
bovine MsrA act: activators of bovine methionine sulfoxide reductase A | purified bovine MsrA, absorbance read-out | activation, % at 10.6 µM | 0.3% of 360,000 active | AID 602163; in the data active means activation above about 7.5%;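 further: 0% = vehicle and 100% = reference activator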
E coli Lon inh: inhibits E. coli Lon protease; purified E. coli Lon protease, fluorescence polarization; P0A9M0; 0.42% of 360,000 active; inhibition, % at 7.94 µM; in the data active means inhibition above about 13%, passing the limit was not always enough;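 further: 0% = enzyme with probe and DMSO and 100% = no enzyme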
PABP1 MLLE inh: inhibitors of microRNA-mediated deadenylation, human PABP1 MLLE binding | GST-MLLE / FITC-PAM2 fluorescence polarization | 0.36% of 360,000 active | inhibition, % at 20 µM | P11940; in the data active means inhibition above about 35%, passing the limit was not always enough;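 further: plate controls were DMSO wells with GST-MLLE for no effect and wells lacking GST-MLLE protein for full effect; some results filed as inactive read as strong as hits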
Starred values were filed as active, the others as inactive; · = no result given.

Fields: FAS-TE inh	MT1-MMP act inh	Tb MetRS inh	E coli Lon inh	bovine MsrA act	SKN-1 block	PABP1 MLLE inh	MsrA inhibitor	NRP1-CendR mod
CC(C)(C)OC(=O)N1CCC(Cc2cc(-c3ccc(Cl)cc3)no2)(C(=O)O)CC1
    -2	0	-0.3	3	-1	6	-2	0.0	15
CCN1C(=O)c2cccc3c(S(=O)(=O)N4CCCC4C(=O)O)ccc1c23 (stereo not given)
    -2	5	0.2	-3	-2	30	11	4.4	3
CC(=O)N1C(=O)CC(C)N(C(C)=O)c2ccc([N+](=O)[O-])cc21 (stereo not given)
    -10	0	-0.4	7	-6	-4	5	0.7	-7
CCN(CC)S(=O)(=O)c1cccc(-c2nnc(SCC(=O)NC)n2CCc2ccccc2)c1
    -4	2	-0.7	-12	-3	-8	-145	-1.1	-4
S=C(NCCc1ccccc1)NCC(c1ccco1)N1CCCCC1 (stereo not given)
    4	-7	-0.4	2	0	-2	-25	-0.5	-3
COCCCNc1ncnc2c1sc1nc(-c3ccco3)c3c(c12)CC(C)(C)OC3
    8	1	-0.1	-3	-5	-2	11	2.6	-20
N#CCSc1ncnc2sc3c(c12)CCC3
    -3	-9	-0.2	-4	-1	12	-21	0.2	-14
O=C(NCCCN1CCOCC1)c1cc(C(=O)C2CC2)c[nH]1
    -7	2	0.4	6	3	-5	3	-0.1	-4
Cn1c(SCc2ccccc2)nnc1-c1ccc2nonc2c1
    7	3	0.1	8	-8	-8	12	0.9	0
CC1=C(C(=O)N2CCOCC2)CC(CC(=O)NCCN2CCOCC2)C(=O)N1Cc1ccc(F)cc1 (stereo not given)
    -7	0	-0.1	-2	-2	-18	13	-0.1	2
COc1ccc(-c2c[n+]3c(n2-c2ccccc2)CCCCC3)cc1
    -9	-8	-0.7	-6	-2	9	0	-1.8	12
COC(=O)CCCNC(=O)c1ccc2oc(CCCc3ccccc3)nc2c1
    1	3	-1.2	-6	11*	17	2	0.9	-10
COC(=O)c1cc2sccc2n1CC(=O)Nc1cccc(SC)c1
    7	2	2.1	6	-1	12	-2	-0.7	2
CCn1cc(C(=O)NCc2ccc(Cl)cc2)c(=O)c2cc(S(=O)(=O)N(C)C)ccc21
    64*	-1	-0.1	1	-3	18	-18	-0.9	11
Cc1c(NC(=O)c2ccc(Cl)c([N+](=O)[O-])c2)cccc1-n1cnnn1
    11	-4	3.1	3	-5	-7	-10	0.2	2
O=C(CN1CCN(c2ccc(O)cc2)CC1)Nc1ccc(SC(F)F)cc1
    -8	2	-0.4	-4	-3	0	0	-0.3	-7
O=C(Cn1c(CN2CCCCC2)nc2ccccc2c1=O)Nc1ccccc1
    -1	0	-0.1	4	-1	11	9	1.0	-6
Cc1ccc(/C=N/NC(=O)CSc2nc3ccccc3[nH]2)o1
    -2	-4	1.1	5	-1	9	-10	2.0	5
CCOC(=O)CCc1c(C)nc2cc(-c3ccccc3OC)[nH]n2c1=O
    0	3	-0.2	-2	3	-10	4	-1.1	-4
C[C@H](NC(=O)C1CC(=O)N(c2ccc3c(c2)OCO3)C1)C(=O)NCc1ccco1 (stereo not given in full)
    -4	1	-0.5	2	-6	-3	5	-0.5	3
O=C(NCCCc1ccccc1)c1ccc(CS(=O)Cc2ccccc2Cl)o1 (stereo not given)
    4	4	-0.8	15	-2	-16	-4	-0.9	-4
O=C(CNC(=O)c1ccc(Cl)cc1)NCc1ccccn1
    -10	0	-0.4	2	-3	-17	0	0.2	5
CSc1ccc(CN(C)CC(=O)NC(=O)NC(C)(C)C)cc1
    13	1	-0.1	9	2	11	-3	-0.8	10
COc1ccc(NC(=O)CSc2nc(C)cc(C(F)(F)F)n2)cc1
    0	-2	-1.3	-4	-7	-25	-2	-0.4	8
Cc1cc(C(=O)CCC(=O)NCC(=O)Nc2c(C)cccc2C)c(C)s1
    -4	-4	-0.5	2	0	12	0	-0.9	-18
CCOc1cc(CNC(C)(C)CO)cc(Br)c1OCc1ccc(Cl)cc1Cl
    11	-8	-1.4	2	-8	21	-2	-0.6	10
CC(C)Cn1c(/C=C/c2ccccc2)nc2ccccc21
    20	-9	-0.6	-2	-5	16	19	2.6	-1
Cc1nc2ccccc2n1CCc1nc2c3ccccc3nc(=S)n2[nH]1
    -6	4	-0.5	3	3	-14	-35	1.6	-9
CCC(CC)c1nnc(NC(=O)c2cc(-c3ccccc3)nc3ccccc23)s1
    -6	3	-0.3	-3	-1	1	11	0.5	4
O=C(C1CCN(S(=O)(=O)c2cnc[nH]2)CC1)N1CCn2c1nc1ccccc12
    -5	1	0.4	-6	-1	2	-11	0.4	3
COc1ccc(C(=O)N[C@H](C(=O)Nc2nc3ccccc3[nH]2)C(C)C)cc1
    -3	-2	-0.2	-2	-8	1	-2	-0.6	8
Nc1ccc2nc(-c3cccnc3)[nH]c2c1
    -9	6	0.7	-7	-1	4	-14	2.5	-1
CSc1ccc(/C=C/C(=O)N2CCN(c3ccccn3)CC2)cc1
    5	1	-0.3	-8	-5	13	-4	1.6	12
O=c1[nH]c(=O)n(C2OC(CO)C(O)C2O)c2c1CCCC2 (stereo not given)
    -1	-2	-0.5	3	-4	17	3	-0.4	23*
Oc1ccc(Cl)cc1/C=N/c1nccs1
    -3	-3	0.0	0	-3	2	8	0.6	-2
O=C(NCCCn1ccnc1)C(F)(F)C(F)(F)C(=O)NCCCn1ccnc1
    -8	3	-0.1	-2	-1	5	8	-0.6	4
CCc1ccc(CN(C)CC(O)COc2cccc3ccccc23)cc1 (stereo not given)
    12	1	-0.1	0	-2	-3	7	-0.2	-10
COc1ccc(CCNS(=O)(=O)c2ccc3c(c2)CCN3C(=O)C2CC2)cc1OC
    3	0	0.0	8	-2	3	15	2.4	0
CCC(OC(=O)c1cccs1)C(=O)NC1CCCCC1 (stereo not given)
    -6	5	-1.2	-5	-8	-11	-5	0.0	5
CCOc1ccccc1NC(=O)N1CCCc2ccccc21
    13	-3	-0.3	7	0	-5	-5	-1.0	14

Arranged by value in MT1-MMP act inh (lowest first): 3 from the list above.
structure | MT1-MMP act inh | Tb MetRS inh | E coli Lon inh | bovine MsrA act | SKN-1 block | PABP1 MLLE inh | MsrA inhibitor | NRP1-CendR mod
CSc1ccc(/C=C/C(=O)N2CCN(c3ccccn3)CC2)cc1 | 1 | -0.3 | -8 | -5 | 13 | -4 | 1.6 | 12
COC(=O)c1cc2sccc2n1CC(=O)Nc1cccc(SC)c1 | 2 | 2.1 | 6 | -1 | 12 | -2 | -0.7 | 2
O=C(NCCCc1ccccc1)c1ccc(CS(=O)Cc2ccccc2Cl)o1 (stereo not given) | 4 | -0.8 | 15 | -2 | -16 | -4 | -0.9 | -4

Continued:
Fields: FAS-TE inh	MT1-MMP act inh	Tb MetRS inh	E coli Lon inh	bovine MsrA act	SKN-1 block	PABP1 MLLE inh	MsrA inhibitor	NRP1-CendR mod
O=C(NC1CCCCC1)C1CCCN(S(=O)(=O)c2ccc(F)cc2)C1 (stereo not given)
    -1	-1	-0.6	-11	-2	2	-3	1.6	-6
O=C1CC(c2ccccc2)Sc2nc(-c3ccccc3)c(-c3ccccc3)n21 (stereo not given)
    24	13	-0.6	10	-1	3	-89	-1.1	0
CC(C)C(NC(=S)Nc1ccccc1)C(=O)O (stereo not given)
    -13	4	0.1	2	-3	-6	5	-1.6	4
Cc1csc(SCC(=O)NC(=O)NCCC(C)C)n1
    -2	-1	0.1	-4	-3	1	-29	0.2	22
CC(=O)C1=C(O)C(=O)N(Cc2ccccc2)C1c1cccc([N+](=O)[O-])c1 (stereo not given)
    -4	4	0.4	1	-3	-1	3	1.9	3
CCOc1ccc(CCNC(=O)CSc2ncn[nH]2)cc1OCC
    -10	3	0.2	-3	-3	1	-2	-1.1	0
CS/C(=N\S(=O)(=O)c1ccccc1)c1ccccc1
    -4	2	-0.4	-5	-3	-4	1	-0.8	0
Cc1[nH]c2ccccc2c1CCNC(=O)c1c(N)no[n+]1[O-]
    -7	-3	0.6	-3	0	-3	12	-1.1	4
O=c1c(N2CCCCC2)coc2ccccc12
    -6	0	0.0	-6	4	4	1	0.7	0
CC(C)(C)OC(=O)NCCCCCc1nnc(SCc2ccccc2)o1
    24	-1	0.4	2	-1	0	-11	-0.2	5
COc1ccc(S(=O)(=O)NCCC(=O)NCc2ccc(F)cc2)cc1
    -5	-1	-0.4	-4	-1	12	-5	2.6	-1
CC(C)(C)OC(=O)N1CCC2(CC1)Oc1ccc(F)cc1C(=O)C21CC(c2ccccc2)=NO1 (stereo not given)
    59*	-17	-0.4	2	-2	-9	-7	-1.5	19
Brc1ccc(-c2nnc3sc(CN4CCC5(CC4)OCCO5)cn23)cc1
    -8	10	-0.8	14	-3	12	-4	·	5
C/C(=N\N(C)C)C1=C(O)c2ccccc2C1=O
    -5	1	0.1	-6	-5	12	11	3.0	8
COc1cc(/C=C/C(=O)N2CCN(CC(O)COc3ccccc3)CC2)cc(OC)c1OC (stereo not given)
    -8	5	-0.5	0	2	2	-9	1.0	-6
c1ccc(C(c2nnnn2C2CCCC2)N2CCCCCC2)nc1 (stereo not given)
    -4	1	-1.5	12	-8	-7	-2	-0.5	10
CN(C(=O)COc1cc(=O)n(C)c2ccccc12)c1ccc(Br)cc1
    1	-1	-0.1	-1	-3	13	1	1.1	-31
COc1cc(CNc2ccc(O)cc2)cc(Br)c1OCc1ccccc1
    18	19	0.5	11	-2	14	-3	2.0	-1
Cc1cccc(N2CCN(C(=O)c3cc4cc(F)ccc4[nH]3)CC2)c1C
    9	4	-0.8	-7	-2	27	-9	·	-1
CC(C)NC(=O)COC(=O)c1ccccc1C(=O)c1ccccc1
    -1	-1	-0.7	5	-1	1	2	-0.4	-7
O=C(Nc1ccccc1C(=O)Nc1ccc2c(c1)OCO2)c1ccco1
    0	·	-1.8	1	-11	-12	0	0.0	1
O=C(COc1ccccc1[N+](=O)[O-])N/N=C/c1ccc[nH]1
    -2	2	-0.3	3	-3	21	1	0.2	-5
Cc1cccc(S(=O)(=O)c2c(N)n(/N=C/c3cccnc3)c3nc4ccccc4nc23)c1
    -4	7	0.0	-7	-2	13	-6	1.0	-6
CC1(C)CC(Cc2ccc(Cl)nc2)N(C(=O)OC(C)(C)C)C1 (stereo not given)
    -4	4	-1.8	6	0	13	-8	0.6	-4
COc1ccc(CNC(=O)C/C(C)=N/NC(=O)Cc2ccc(OC)c(OC)c2)cc1
    -7	3	0.4	-5	-3	-6	15	0.9	-5
O=C1C(SCCO)=C(SCCO)C(=O)c2ccccc21
    25	-78	2.1	5	0	0	26	1.0	19
COc1cc(/C=C/C(=O)O)cc(S(=O)(=O)Nc2ccccc2Cl)c1OC
    -13	0	-0.9	-3	-6	2	10	-0.1	-2
O=C(CCNS(=O)(=O)c1ccccc1C(F)(F)F)NCc1ccc2c(c1)OCO2
    -8	1	-0.3	-4	1	7	2	0.9	-4
CC(=O)NC(Cc1cccc(F)c1)C(=O)NC1CCN(C(=O)c2ccc(C)cc2)CC1 (stereo not given)
    -11	1	-1.1	0	-6	4	16	-0.5	-1
CCOC(=O)N1CCC(NC(=O)C(NS(=O)(=O)c2cccc3nsnc23)c2ccccc2)CC1 (stereo not given)
    4	4	-0.7	0	-3	-4	-2	0.4	0
O=C(c1cccc(S(=O)(=O)NCc2ccccc2)c1)N1CCCC1
    -2	-2	-0.2	-2	-3	-5	-6	0.2	-4

Screens: PubChem BioAssay, several laboratories
